Compound activity from PubChem BioAssay.
GLP-1R agonist: qHTS of GLP-1 Receptor Agonists; Glucagon-like peptide 1 receptor (Homo sapiens), P43220; HEK293 GLP-1R CRE-luciferase, luminescence, 4-6 h; cells express a hypersensitive GLP-1R form; Potency, µM (highest dose often 45.6 µM), for the others: top-dose activation, actives largely listed as activators; 0.007% of 380,000 active; also: potency is read from the fitted curve at half-maximal effect; % of control where 0% means no effect
IL-2 act: qHTS of IL-2 Activators; IL-2 activation reporter assay, cell-based qHTS; stimulated with anti-CD3/CD4/CD28 beads; in transgenic mouse T cells; activation, % (series mostly up to about 46 µM); 0.065% of 360,000 active; AID 652025, 2013; in the data active = activation above about 50%; inconclusive = mostly about 30% to 49%; also: 0% is about no effect
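EGFP and DsRed fluorescence is measured by plate cytometry in unstimulated transgenic mouse T cells exposed to compound for 60 minutes, then stimulated 18 hours at 37 degrees C with anti-CD3/anti-CD4 beads plus anti-CD28.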
PLK1 PBD inh: qHTS for Inhibitors of PLK1-PDB (polo-like kinase 1 - polo-box domain): Primary Screen; Plk1 PBD binding of FITC phosphopeptide, fluorescence polarization; Potency, µM, for inactives: max response, negative = inhibition, most hits filed as inhibitors; 2.8% of 360,000 active; AID 720504, 2013; also: potency is read from the fitted curve at half-maximal effect; series mostly up to about 57 µM; % is scaled to controls: 0 for no effect and ±100 for the full control effect; nearly all actives have a fitted effect of over 65% in size
Target sequence (P53350 whole entry, looked up, the tested form may be a part): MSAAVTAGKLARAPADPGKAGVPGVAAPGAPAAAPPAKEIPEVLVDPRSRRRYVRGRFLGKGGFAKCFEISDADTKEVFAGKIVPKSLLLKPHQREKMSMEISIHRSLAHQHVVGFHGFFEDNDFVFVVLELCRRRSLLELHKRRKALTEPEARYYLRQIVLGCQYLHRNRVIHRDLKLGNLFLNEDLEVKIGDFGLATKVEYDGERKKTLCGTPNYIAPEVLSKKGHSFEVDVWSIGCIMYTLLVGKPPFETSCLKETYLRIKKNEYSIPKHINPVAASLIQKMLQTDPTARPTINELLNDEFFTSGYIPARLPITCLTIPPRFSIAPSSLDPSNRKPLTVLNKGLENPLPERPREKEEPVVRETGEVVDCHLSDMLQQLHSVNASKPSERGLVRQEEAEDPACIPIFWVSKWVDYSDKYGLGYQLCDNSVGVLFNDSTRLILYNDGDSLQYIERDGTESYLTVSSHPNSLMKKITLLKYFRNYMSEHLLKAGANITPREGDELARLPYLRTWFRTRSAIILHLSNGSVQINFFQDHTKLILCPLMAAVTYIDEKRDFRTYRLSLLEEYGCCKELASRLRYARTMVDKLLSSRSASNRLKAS
GLP1R inv ag: qHTS of GLP-1 Receptor Inverse Agonists (Inhibition Mode) | 1.6% of 410,000 active | Potency, µM (top dose mostly 38.3 µM), inactives show at the highest dose activity change, negative = inhibition, hits mostly inhibitors | Glucagon-like peptide 1 receptor (Homo sapiens), P43220 | HEK293 GLP-1R CRE-luciferase, luminescence, 24 h; GLP-1R form is constitutively active; also: potency is read from the fitted curve at half-maximal effect; % is scaled to controls: 0 for no effect and ±100 for the full control effect; nearly all actives have a fitted effect of over 55% in size
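Stable HEK293 clone (constitutively active GLP-1R + cAMP-response luciferase); 200 cells/uL plated, 12 h pre-culture, compound 24 hr, 37 deg C/5% CO2; detection reagent 12 min RT; luminescence.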
EPAC1 agonist: qHTS for Agonist of cAMP-regulated guanine nucleotide exchange factor 3 (EPAC1): primary screen. Rap guanine nucleotide exchange factor 3 (Homo sapiens), O95398. EPAC1 agonist qHTS, biochemical assay; response scale: 100% = response to 6.5 mM cAMP. Potency, µM (doses to about 154 µM), inactives show top-dose activation, most hits filed as activators. 0.073% of 360,000 active; also: potency is read from the fitted curve at half-maximal effect; nearly all actives have a fitted effect of over 60% in size
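Nucleotide exchange assay: 100 nM EPAC1 with 250 nM Rap1B loaded with BODIPY-GDP and 50 uM GDP, room temperature. Fluorescence (480/540 nm) read every 5 min for 30 min; signal change normalized to 6.5 mM cAMP as full agonist.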
HEK293 tox: qHTS of GLP-1 Receptor Inverse Agonists: Cytotox Screen. HEK293 cAMP-luciferase reporter cells, luminescence, 24 h. Potency, µM (series often up to 38.3 µM), without a hit: top-dose activity change, negative = inhibition, most hits filed as inhibitors. 0.13% of 410,000 active. AID 624418, 2012;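 also: loss of luciferase light is scored as toxicity; potency is read from the fitted curve at half-maximal effect; % is scaled to controls: 0 for no effect and ±100 for the full control effect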
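Cells in DMEM/10% Nu serum/1% pen-strep, 1536-well format. Pre-incubated 12 h, dosed with 23 nL compound, incubated a further 24 h. Luciferase detection, 12 min at room temp, luminescence.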
PTHR1 agonist: qHTS for PTHR1 Agonists: Primary Screen | Parathyroid hormone/parathyroid hormone-related peptide receptor (Homo sapiens), Q03431 | 0.075% of 410,000 active | AID 743266, 2014 | Potency, µM (top dose mostly 115 µM), without a hit: at the top dose activation, most hits filed as activators | HEK293 GP2 PTHR1 cells, GloSensor cAMP luminescence, 1 h; also: potency is read from the fitted curve at half-maximal effect; nearly all actives have a fitted effect of over 55% in size; some results filed as inactive show a strong effect at the top dose; inactives centre near -15; many of its hits are not listed in these tables
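HEK-293-derived GP2 cells expressing PTHR1 and a GloSensor cAMP reporter, 3,000/well, plated overnight, given luciferin plus IBMX (each 0.5 mM as added) for 1 h at 37 °C, then compound for 1 h at 37 °C. Luminescence was read after 15 min at room temperature.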
EPAC1 antagonist: qHTS for Antagonist of cAMP-regulated guanine nucleotide exchange factor 3 (EPAC1): primary screen. Rap guanine nucleotide exchange factor 3 (Homo sapiens), O95398. EPAC1 GEF assay, Rap1b-BODIPY-GDP exchange fluorescence. Potency, µM (series often up to 115 µM), inactives show top-dose activity change, negative = inhibition, actives largely listed as inhibitors. 0.14% of 360,000 active. AID 720709, 2013;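 also: potency is read from the fitted curve at half-maximal effect; plate controls were vehicle for no effect and positive control for full effect; nearly all actives have a fitted effect of over 50% in size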
PI5P4Ka inh: qHTS for Inhibitors of phosphatidylinositol 5-phosphate 4-kinase (PI5P4K); Phosphatidylinositol 5-phosphate 4-kinase type-2 alpha (Homo sapiens), P48426; PI5P4Kalpha enzyme, ADP-Glo luminescence, 60 min; stronger effect = lower value; max response, %; 1.2% of 330,000 active; active = max response of -50% or lower; inconclusive = between -30% and -50%; inactive = -30% or higher; also: value at the top dose of about 77 µM; % is scaled to controls: 0 for no effect and ±100 for the full control effect
Target sequence (P48426 whole entry, looked up): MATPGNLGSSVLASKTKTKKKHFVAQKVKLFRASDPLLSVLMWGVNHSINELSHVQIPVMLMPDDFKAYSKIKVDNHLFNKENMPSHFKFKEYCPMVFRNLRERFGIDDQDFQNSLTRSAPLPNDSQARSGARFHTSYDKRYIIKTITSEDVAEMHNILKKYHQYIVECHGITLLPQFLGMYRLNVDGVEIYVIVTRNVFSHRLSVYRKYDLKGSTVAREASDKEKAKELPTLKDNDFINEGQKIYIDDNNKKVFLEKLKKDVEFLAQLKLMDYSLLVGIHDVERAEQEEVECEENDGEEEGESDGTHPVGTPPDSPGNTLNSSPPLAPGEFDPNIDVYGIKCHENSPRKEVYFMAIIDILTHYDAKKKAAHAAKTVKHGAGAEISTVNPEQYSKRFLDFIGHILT
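Human PI5P4Kalpha with substrate in 0.038 M HEPES pH 7.4, 0.28 mM EGTA, 0.1% CHAPS, 5% DMSO; reaction started with 5 microM ATP (final), 60 min at room temperature. ADP formed read by ADP-Glo luminescence.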
* = called active by the depositor; i = inactive; ? = inconclusive; / = no result given; [ ] = another dose, or the depositor's remark. Unless noted, calls follow the shape of the dose curve; as a rule, active = well fitted curve in the direction sought with a large enough effect; inconclusive = small, poorly fitted or top-dose-only effect, or another doubt; inactive = no such curve, though single readings can be large; an effect the other way counts as inactive or inconclusive.

SMILES | GLP-1R agonist | IL-2 act | PLK1 PBD inh | GLP1R inv ag | EPAC1 agonist | HEK293 tox | PTHR1 agonist | EPAC1 antagonist | PI5P4Ka inh
CC(=O)N1CCc2cc(S(=O)(=O)NCCC(=O)NC3CCCc4ccccc43)ccc21 (stereo not drawn) | 6% | -0.2 | -8% | 7% | 9% | -26% | i | 1% | 1
COc1ccccc1NC(=S)N(Cc1ccc(Cl)cc1)CC1CCC(C(=O)O)CC1 (stereo not drawn) | 2% | 1.1 | -13% | -25% | 10% | 1% | -15% | ? | 5
C#CCn1c(=NC(=O)c2sc3ccccc3c2Cl)sc2cc(S(N)(=O)=O)ccc21 | -19% | 0.4 | 0% | 31% | -10% | 1% | i | 22% | 1
CCC(=O)NC(c1cc(Cl)c2ccccc2c1O)C(C)C (stereo not drawn) | -5% | 0.5 | / | / | -17% | / | -11% | -11% | /
O=S(=O)(NCCc1ccccc1)c1cnc(Cl)c(Br)c1 | -18% | -3.1 | 1% | ? | 5% | ? | i | -2% | 2
Cc1occc1C(=O)NNC(=O)C1CCCC1 | -1% | 0.6 | -1% | 3%[7.66 µM] | 4% | -1%[7.66 µM] | -10% | -7% | -6
Cc1ccc(N2C(=O)/C(=C/c3ccco3)SC2=S)cc1 | 5% | 2.3 | -9% | 17% | 6% | 0% | -3% | 8% | 2
CCN1CCCC1CNC(=O)Cn1cc2c(n1)CCC(C)C2 (stereo not drawn) | 9% | 0.1 | -4% | -13% | 14% | -5% | -14% | -13% | 1
CCOc1ccc(C(=O)Nc2ccccc2N2CCCC2)cc1 | 17% | 0.8 | -9% | ? | -1% | 60%[activator] | -3%[57.5 µM] | -7% | 6
Cc1cc2nc(C)n(CCCNC(=O)Nc3cccc4ccccc34)c2cc1C | 3% | -4.9 | -2% | 0% | -17% | ? | ? | -9% | /
CCCC[C@@H]1Cc2[nH][nH]c(=O)c2[C@H](c2ccc3ccccc3c2)O1 | -3% | -1.0 | -16% | -20% | -3% | -2% | 10% | -14% | -9
COc1cccc(NC(=O)COc2cc(O)c3c(c2)OC(C)(C)CC3=O)c1 | 20% | -0.2 | 3% | -19% | -6% | -5% | -52%[inhibitor] | -16% | 0
O=C(COc1ncnc2cc([N+](=O)[O-])ccc12)NC1CCCCC1 | -1% | -3.8 | ? | 30%[activator] | -11% | -2% | -14% | 3% | 14
S=c1[nH]nc(Cc2ccccc2)n1-c1ccccc1 | -14% | -1.6 | -10% | 0% | 8% | -11% | i | 10% | -10
COc1ccc(CN2CC(C(=O)NCCc3ccc(C)cc3)CC2=O)cc1 (stereo not drawn) | 1% | -2.4 | -7% | 5% | 1% | -15% | -3%[57.5 µM] | 0% | /
O=C(c1ccc(S(=O)(=O)N2CCOCC2)cc1)N1CCN(c2cccc(Cl)c2)CC1 | -11% | -3.7 | -5% | 0% | 5% | -6% | -31%[inhibitor] | 13% | /
O=C(NC(=S)N1CCN(c2ccccc2)CC1)c1ccc(S(=O)(=O)N2CCOCC2)cc1 | 4% | -1.8 | -8% | -28% | 7% | -25% | -2% | -7% | -6
CN1CCN(C(=O)c2ccc(CSc3ccc(Cl)cc3)cc2)CC1 | -2% | -3.6 | -3% | 5.6µM* | -3% | 20% | -33%[inhibitor] | -6% | 1
CCCN(/C=N/c1sc2c(c1C#N)CCCCC2)CCC | 22% | -1.8 | -3% | ? | 5% | 88%[activator] | -39%[inhibitor][57.5 µM] | -22% | -3
Cc1cccc(OCC(=O)NNC(=O)c2ccc3nc[nH]c3c2)c1 | 10% | -2.3 | -14% | -2% | 0% | 13% | i | -6% | ?
CCOC(=O)N1CCN(C(=O)C2CCC(=O)N(CCc3ccccc3)C2)CC1 (stereo not drawn) | -1% | -3.6 | -1% | 16% | 1% | 6% | -19% | 6% | 8
COCCn1c(C)cc2c(c1=O)C(c1ccccc1F)C(C#N)=C(N)O2 (stereo not drawn) | -2% | 0.8 | 3% | 1% | -7% | -16% | -11% | -7% | -7
CCCCn1cnc2c(Sc3c([N+](=O)[O-])ncn3C)nc(N)nc21 | 13% | 0.1 | -7% | -19% | 3% | ? | -17% | 5% | -1
COc1ccccc1C(=O)Nc1nnc(S(=O)(=O)N2CCC(C)CC2)s1 | 0% | 0.6 | -11% | 1% | 10% | 7% | -11% | -27% | -4
O=C(NCCc1ccncc1)Nc1ccc(Cl)cc1 | -2% | -1.4 | -3% | -5% | -17% | -3% | i | 12% | -7
Cc1c([N+](=O)[O-])cc(C(=O)Oc2ccc(Br)cc2C(=S)N2CCCCC2)cc1[N+](=O)[O-] | 1% | -0.2 | ? | ? | -2% | -7% | -3% | -19% | -18
CN1CCN(S(=O)(=O)c2cccs2)CC1 | 4% | -0.7 | 0% | 2% | 9% | -14% | i | -1% | 1
CCOC(=O)c1c(NC(=O)C2=C(C)NC(=S)NC2c2ccccc2C(F)(F)F)sc(C)c1C (stereo not drawn) | -1% | 1.2 | 3% | 31%[activator] | 2% | 2%[1.53 µM] | i | 3% | 12
CS(=O)(=O)Nc1ccc(C(=O)Nc2ccc3c(c2)OCO3)cc1 | 19% | 2.7 | -2% | -13% | 6% | -5% | i | 8% | 0
O=C(CSc1ncnc2c1cnn2-c1ccc(F)cc1)NCC1CCCO1 (stereo not drawn) | 2% | -4.6 | -8% | 28% | 2% | -4% | -29% | 8% | 0
COc1cc(OC)cc(C(=O)NCC2CCCN(Cc3cccc(C(C)=O)c3)C2)c1 (stereo not drawn) | 10% | 0.1 | -6% | 0% | -14% | 2% | -25% | -6% | 1
Nc1ccc(C(=O)Nc2ccc(Nc3ccncc3)cc2)cc1 | 7% | -1.4 | -9% | 12% | 4% | 5% | i | -3% | -9
O=C(CCc1ccccc1)Nc1ncn[nH]1 | 0% | -0.8 | -4% | 11% | 10% | 1% | -10%[57.5 µM] | -6% | -8
COc1ccc(Cl)c2sc(N(CCN(C)C)C(=O)CCS(=O)(=O)c3ccc(C)cc3)nc12 | 0% | -1.0 | -2% | ? | -3% | -16% | i | -8% | 20
CC1=C(C(=O)Nc2ccccc2Cl)C(c2cccc(O)c2)n2ncnc2N1 (stereo not drawn) | 6% | / | / | 14% | / | -2% | -3% | / | /
Nc1nc(NCc2ccco2)nc(N2CCN(Cc3ccccc3)CC2)c1[N+](=O)[O-] | 26% | -1.7 | 2% | -9% | 2% | 1% | i | -7% | -3
CN(C(=O)c1cc(-c2cccs2)nn1-c1ccccc1)C1CCS(=O)(=O)C1 (stereo not drawn) | 2% | -1.1 | 2% | 7% | 7% | -19% | 0% | 17% | 0
O=C(NCc1ccccc1CN1CCCC1)c1ccc(OCc2cscn2)cc1 | 12% | 3.0 | -8% | 1% | 2% | -4% | i | 1% | -5
CC1(C(=O)NS(=O)(=O)C2CC2)CCCN(C(=O)c2ccccc2)C1 (stereo not drawn) | 0% | -0.6 | -4% | 25% | 6% | -6% | i | -11% | 9
Cc1cccn2c(CNC3CCCc4ccccc43)c(C(=O)N3CCCCC3)nc12 (stereo not drawn) | -4% | -1.0 | 5% | ? | 4% | -1% | 14% | 3% | 1
COc1ccc(NC(=O)Cn2c3ccccc3c3nc4n(c(=O)c32)CCS4)cc1OC | 5% | -0.3 | -5% | 13% | 3% | -3% | -13% | -6% | -2
Cc1cccc(S(=O)(=O)c2c(N)n(/N=C/c3ccccc3)c3nc4ccccc4nc23)c1 | 2% | 9.6 | 1% | 0% | 1% | 6% | i | 1% | 7
C/C(=N/NC(=O)C1CCCCC1)c1ccc([N+](=O)[O-])cc1 | 31% | 2.5 | -3% | 5% | 0% | -13% | i | 11% | 0
COc1ccc(CCC(=O)NC(C)C)cc1 | -3% | -0.2 | -12% | 0% | 8% | -1% | i | -25% | 3
CCN(C(=O)c1ccc(N2CC3CC(C2)c2cccc(=O)n2C3)c(NC(=O)c2ccncc2)c1)c1cccc(C)c1 (stereo not drawn) | 3% | -4.2 | -3% | -5% | -2% | 30%[activator] | i | 3% | 5
Cc1ccc(NC(=O)c2sc3nc(N4CCOCC4)c4c(c3c2N)CCCC4)cc1 | -4% | -3.5 | ? | 12% | -2% | 7% | -27% | -8% | -25
Cc1ccc2c(c1)-c1onc(C(=O)N(C)c3cccc(C(F)(F)F)c3)c1CO2 | 7% | / | / | 9% | / | 2% | i | / | /
COC(=O)c1ccc(CN2CCN(CC=C(C)C)C(CCO)C2)cc1 (stereo not drawn) | 2% | 0.3 | -1% | -8% | 3% | 5% | i | 23% | 8
O=C(/C=C/[C@H]1O[C@@H](n2ccc(=O)[nH]c2=O)[C@H](O)[C@@H]1O)N1CCN(Cc2ccc(F)cc2)CC1 | -6% | -0.8 | 2% | 19% | -8% | 0% | -4% | -10% | 19

These rows are one share of the data (hit frequency here may not be typical).
